NTR1 agonist – NTR1-driven beta-arrestin-GFP spot formation – imaging, U2OS cells, high content, primary screen (AID 493036); agonist mode; activation, % at 20 µM; 330,000 tested, 0.17% active;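 active = activation at or above 40% of the spot to cytoplasm intensity ratio, with at least 20 cells analyzed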;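 note: 0% = DMSO without peptide and 100% = 100 nM NTR1 peptide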
Target sequence (P30989 whole entry, looked up): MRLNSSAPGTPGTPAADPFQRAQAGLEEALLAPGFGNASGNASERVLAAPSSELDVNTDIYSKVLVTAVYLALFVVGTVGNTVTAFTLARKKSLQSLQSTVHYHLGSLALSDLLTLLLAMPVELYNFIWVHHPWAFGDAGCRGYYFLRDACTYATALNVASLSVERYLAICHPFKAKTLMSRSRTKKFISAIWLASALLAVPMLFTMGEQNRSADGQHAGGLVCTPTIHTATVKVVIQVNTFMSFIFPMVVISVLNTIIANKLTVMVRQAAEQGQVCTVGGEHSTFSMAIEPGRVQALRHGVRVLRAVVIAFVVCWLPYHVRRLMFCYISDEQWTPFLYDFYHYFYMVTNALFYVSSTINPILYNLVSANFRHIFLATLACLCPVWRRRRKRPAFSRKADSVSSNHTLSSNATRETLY
RSV antiviral HEp-2 – RSV antiviral activity via CPE protection, HEp-2 cells, primary 10 µM value included (AID 2391); 310,000 tested, 0.13% active; HEp-2 cells, RSV-induced CPE inhibition; higher % means a stronger effect; CPE inhibition, % at 10 µM; hits with a dose series show IC50 in µM; in the data active = a potency from the dose series; note: strong numbers were not always called active
K1F lysis inhibition – inhibition of K1F phage lysis, E. coli UTI89, bacterial capsule biogenesis inhibitors, alamar blue (AID 488966) | E. coli UTI89 K1F phage lysis, alamar blue, 2 h; higher % means a stronger effect | inhibition, % at 100 µM, or IC50 in µM where a hit was titrated | 340,000 tested, 0.02% active;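 active = phage lysis inhibition, versus mean bacterial control, above a set limit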;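 note: capsule biogenesis inhibitors block K1F phage lysis so surviving cells raise fluorescence; higher fluorescence means more inhibition of phage lysis; actives were called in the ten point dose series up to 300 µM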
Dengue-2 NS5 capping – Dengue-2 NS5 methyltransferase inhibitors, primary screen, biochemical, confirmation dose response (AID 588689); Dengue-2 NS5 methyltransferase capping enzyme assay, biochemical; higher % means a stronger effect; inhibition, % at 25 µM, or IC50 in µM where a hit was titrated; 340,000 tested, 0.3% active; in the data active = a potency from the dose series
T cell HTS – modulates CD8 T cell binding to vesicles | calls only at 7 µM | 330,000 tested, 0.068% active | AID 2052 | 2C CD8+ T cell-vesicle binding, flow cytometry; stronger effect = lower value;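 active = response, share of CD8 T cells binding vesicles, and their 90th percentile fluorescence all below set limits, cut at about 80% in these data, passing the limit was not always enough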
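Read-out – percent CD8+ FL2 mean versus row control · System – murine 2C transgenic CD8+ T lymphocytes · Times – 1.5 h cell–vesicle binding at 37 °C, then 20 min icy labelling · Control set – naked vesicles low, QL9 vesicles with vehicle high · Detection – cytometric PE anti-B7-1 and Alexa647 anti-CD8 signals after 1% paraformaldehyde fixation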
Rac1 GTP hydrolysis – MgcRacGAP GTPase-activating activity inhibitors, confirmation, biochemical, ADP Hunter fluorescence; 340,000 tested, 0.6% active; AID 624330; inhibition, % at 30 µM; hits with a dose series show IC50 in µM; MgcRacGAP-stimulated Rac1 GTP hydrolysis, ADP Hunter fluorescence; higher % means a stronger effect; GST-tagged Rac1 F28L mutant substrate;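 active = first-screen hits whose inhibition reached a set limit at any dose in the follow-up dose series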;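 note: fluorescence reports GDP produced by GAP-driven GTP hydrolysis; strong numbers were not always called active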
PhoP inhibition – PhoP-dependent GFP reporter repression – Salmonella Typhimurium, primary screen (AID 1863); inhibition, % at 50 µM; hits with a dose series show IC50 in µM; S. Typhimurium PhoP-regulated promoter GFP reporter, 4 h; higher % means a stronger effect; 300,000 tested, 0.16% active;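 active = inhibition over 29.93%, a cutoff 3 SD above the screen mean, later confirmed by dose response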;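 note: 0% = low Mg2+ inducing control and 100% = high Mg2+ repressing control; strong numbers were not always called active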
Large T inhibition – SV40 large T antigen inhibitors, biochemical (AID 1903); one-dose inhibition, % at 20 µM; IC50 in µM for titrated hits; SV40 large T antigen ATPase/helicase inhibition assay; higher % means a stronger effect; 310,000 tested, 0.39% active; in the data active = a potency from the dose series; note: strong numbers were not always called active
West Nile antiviral – inhibition of WNV-induced cytopathic effect – cell-based, CPE readout (AID 1621) | CPE inhibition, % at 10 µM; hits with a dose series show IC50 in µM | 290,000 tested, 0.02% active | West Nile virus-infected cells, CPE inhibition; higher % means a stronger effect; in the data active = a potency from the dose series; note: strong numbers were not always called active
T cell HTS vesicle-bound % – also measured in T cell HTS; calls as there; double positive events, %; measured here: CD8+ vesicle-bound cell fraction;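 binding gate set so that unloaded-vesicle control wells show 10% double positive cells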
NTR1 agonist cell count 20 µM – also measured in NTR1 agonist; calls as there; cell count; measured here: cell count, cytotoxicity flag
Dengue-2 NS5 capping pilot replicate – further read-out of Dengue-2 NS5 capping, marked with its call; inhibition, %; measured here: pilot screen replicate inhibition
* = called active by the depositor; i = inactive; x = no result given; [ ] = remark or other dose.

SMILES | NTR1 agonist | NTR1 agonist cell count 20 µM | RSV antiviral HEp-2 | K1F lysis inhibition | Dengue-2 NS5 capping | T cell HTS | T cell HTS vesicle-bound % | Rac1 GTP hydrolysis | PhoP inhibition | Large T inhibition | West Nile antiviral | others
C=CCC[C@H](Cc1ccc(F)cc1)C(=O)OC[C@H](Cc1c[nH]c2ccccc12)NC(=O)[C@@H](CC=C)CC(=O)N(CCO)Cc1ccccc1 | 17.9 | 49 | x | -0.2% | 2.4% | i | 6.3 | 10.8% | x | x | x
Cc1cc(C)cc(NC(=S)N2CCC(NC(=O)C3CCCCC3)CC2)c1 | 1.2 | 35 | 2.3% | 0.0% | 5.8% | i | 24.1 | 7.0% | -0.7% | 5.8% | -0.8%
COc1ccc(OC)c(C2C(C(=O)c3ccco3)=C(O)C(=O)N2CC2CCCO2)c1 (stereo not given) | 1.2 | 43 | 1.1% | -0.1% | -5.7% | i | 13.0 | 4.8% | 0.5% | -0.8% | 0.2%
CN(Cc1ccc(Br)cc1)CC(O)COc1cccc(Br)c1 (stereo not given) | 1.1 | 46 | 4.0% | 0.1% | -9.5% | i | 12.5 | 16.3% | 1.1% | 5.4% | -0.5%
Cn1c(-c2cnn(-c3ccccc3)c2-n2cccc2)n[nH]c1=S | -1.1 | 25 | -3.3% | 0.3% | -4.6% | i | 22.4 | 8.4% | -6.0% | 10.1% | -0.1%
O=C(NCCCN1CCOCC1)c1csc2c1CCCC2 | 2.1 | 43 | -1.0% | 3.4% | -0.7% | i | 14.6 | 6.1% | 9.0% | -1.6% | 0.1%
Cc1ccccc1OCC(=O)Nc1ccc(N2CCN(S(C)(=O)=O)CC2)cc1 | 0.4 | 77 | -0.2% | 0.5% | -2.5% | i | 33.9 | 5.4% | -1.2% | -5.4% | -0.9%
CCC(C)NCCOCCOc1ccc(C)cc1Br (stereo not given) | -0.9 | 75 | -2.8% | 11.1% | -5.6% | i | 6.2 | 14.8% | 9.4% | -2.3% | -1.8%
Cn1c(=O)[nH]c(=O)c2c1nc(N1CCCCC1)n2CCCSc1nnnn1-c1ccccc1 | 2.3 | 57 | 4.0% | 0.1%[50 µM] | 0.7% | i | 47.8 | 3.5% | 5.8% | 12.0% | -0.6%
CCCc1nc(SCC(=O)Nc2nnc(CC)s2)c2c(=O)n(C)c(=O)n(C)c2n1 | 2.4 | 65 | 2.1% | 0.7%[50 µM] | -1.9% | i | 62.4 | 5.5% | 0.1% | 10.2% | 0.8%
O=C(CCN1C(=O)c2ccccc2S1(=O)=O)Nc1ccc(Cl)cc1 | -0.4 | 47 | 2.5% | 0.1% | -6.0% | i | 58.7 | 6.0% | -4.8% | 6.0% | -0.9%
CCOC(=O)C1CCN(C(=S)Nc2ccc(CC)cc2)CC1 | 1.1 | 64 | -1.4% | 0.1% | -6.0% | i | 42.2 | 3.9% | -10.2% | 2.2% | -0.4%
COc1ccc(OC)c(NC(=O)CN2C(=O)COc3ccc(C)cc32)c1 | -0.1 | 64 | 1.0% | 0.0% | -5.9% | i | 63.0 | -6.4% | -1.4% | 22.9% | -1.0%
Fc1ccc(CSc2nc3ncccc3[nH]2)cc1 | 0.2 | 51 | 1.1% | 0.3% | -3.5% | i | 58.4 | 1.9% | 14.2% | -0.8% | 0.0%
O=C(c1ccc(Cl)cc1)N1CCCC(C(=O)N2CCCCC2)C1 (stereo not given) | -0.7 | 48 | 0.9% | 0.3% | 8.6% | i | 10.3 | 3.4% | 3.2% | 7.3% | -0.1%
Cn1cc(/C=N\NC(=O)c2cccs2)c2ccccc21 | 3.0 | 75 | 4.2% | 0.3% | -12.7% | i | 48.3 | 14.0% | 12.9% | 3.5% | -0.2%
Cc1ccc(C(CNC(=O)c2ccco2)N2CCN(C)CC2)cc1 (stereo not given) | 0.3 | 53 | -1.0% | 0.1%[50 µM] | 0.0% | i | 56.1 | 8.5% | -1.2% | 9.7% | x
CCN1CCN(C(=O)c2ccc(CNS(=O)(=O)c3cccc(OC)c3)cc2)CC1 | -0.5 | 51 | -0.5% | -0.3%[50 µM] | -7.8% | i | 36.1 | 1.5% | 7.0% | 4.1% | 0.5%
Cc1cccc2cc(C#N)c(NCCNC(=S)NCCCN3CCOCC3)nc12 | -0.5 | 49 | -3.0% | -1.5% | -4.9% | i | 41.0 | 11.2% | 0.5% | -3.9% | -0.5%
CC(C)N1C(=O)NC2(c3ccccc3)N(C)C(=O)N(C)C12c1ccccc1 (stereo not given) | 0.1 | 41 | 2.9% | 5.8% | -4.4% | i | 23.6 | 5.7% | -7.3% | 11.7% | -0.5%
CCCCC(=O)NNC(=S)NC(=O)c1cccc([N+](=O)[O-])c1 | 0.8 | 77 | 0.8% | 0.1% | 1.3% | i | 53.4 | 8.1% | 6.7% | 25.0% | 0.1%
CC(C)(C)c1cn(-c2ccc(Cl)cc2)c(=S)[nH]1 | 3.4 | 82 | -1.3% | 0.2% | -17.8% | i | 53.1 | 3.6% | -5.6% | 17.2% | -0.2%
CN(C)CCNC(=S)Nc1ccc(Cl)cc1 | -6.1 | 83 | 1.4% | 0.6% | -2.0% | i | 46.6 | 10.1% | 1.6% | 5.8% | 0.4%
O/N=C(\c1ccccn1)C1CC1c1ccccc1 (stereo not given) | 1.2 | 53 | 0.6% | -0.6% | -1.5% | i | 36.6 | 7.7% | -5.1% | 19.6% | -0.4%
COCC(=O)N(Cc1cc2cc(C)ccc2[nH]c1=O)c1cccc(C)c1C | 1.9 | 58 | 5.6% | 0.0% | -6.5% | i | 68.0 | -5.4% | 7.6% | 2.8% | -1.0% | Dengue-2 NS5 capping pilot replicate=1.5

Overlap with the part before: 4 entries; new compounds follow.
SMILES | NTR1 agonist | NTR1 agonist cell count 20 µM | RSV antiviral HEp-2 | K1F lysis inhibition | Dengue-2 NS5 capping | T cell HTS | T cell HTS vesicle-bound % | Rac1 GTP hydrolysis | PhoP inhibition | Large T inhibition | West Nile antiviral | others
CC(C)(C)c1cn(-c2ccc(Cl)cc2)c(=S)[nH]1 | 3.4 | 82 | -1.3% | 0.2% | -17.8% | i | 53.1 | 3.6% | -5.6% | 17.2% | -0.2%
CN(C)CCNC(=S)Nc1ccc(Cl)cc1 | -6.1 | 83 | 1.4% | 0.6% | -2.0% | i | 46.6 | 10.1% | 1.6% | 5.8% | 0.4%
O/N=C(\c1ccccn1)C1CC1c1ccccc1 (stereo not given) | 1.2 | 53 | 0.6% | -0.6% | -1.5% | i | 36.6 | 7.7% | -5.1% | 19.6% | -0.4%
COCC(=O)N(Cc1cc2cc(C)ccc2[nH]c1=O)c1cccc(C)c1C | 1.9 | 58 | 5.6% | 0.0% | -6.5% | i | 68.0 | -5.4% | 7.6% | 2.8% | -1.0% | Dengue-2 NS5 capping pilot replicate=1.5
COc1cc(CNC(=O)C2CCC(=O)N(C3CCCCCC3)C2)cc(OC)c1 (stereo not given) | -0.7 | 69 | 1.0% | 0.0% | 1.3% | i | 66.9 | 6.1% | -1.0% | 3.9% | -1.0%
COc1ccccc1N(C)S(=O)(=O)c1ccc(Cl)c(C(=O)Nc2ccncc2)c1 | 1.7 | 67 | 18.1% | 0.3%[50 µM] | -5.1% | i | 39.4 | 0.7% | 7.8% | 9.9% | x
CCN(CC)CCn1c2ccccc2c2cnc(N=CN(C)C)c(C#N)c21 | -1.1 | 39 | -3.2% | 0.5% | 2.2% | i | 34.5 | 21.9% | -0.4% | 6.9% | 0.5%
O=C(c1ccco1)N1CCN(c2cc(=O)n(-c3ccc(Cl)cc3)c(=O)[nH]2)CC1 | -2.9 | 89 | 1.2% | 0.7% | 1.4% | i | 23.3 | 1.1% | 3.1% | 8.4% | 0.8%
CCCCOC(=O)Nc1ccc(S(=O)(=O)Nc2ncccn2)cc1 | -1.3 | 33 | -1.1% | x | x | i | 43.7 | x | 5.1% | 1.1% | 0.4%
COc1ccc(NC(=O)CCCn2c(=O)c3sccc3n(Cc3ccccc3)c2=O)cc1 | 1.2 | 54 | 9.6% | 5.3% | -4.0% | i | 42.0 | 8.6% | 3.3% | 8.9% | -1.1%
N#Cc1cc(NCC2CCCO2)c([N+](=O)[O-])cc1C#N (stereo not given) | 2.6 | 48 | 18.8% | 0.6% | 0.7% | i | 33.8 | -3.5% | -6.8% | 7.8% | -0.1%
Cc1ccccc1CN1C[C@@H]2C[C@@H](c3cn[nH]c3-c3ccccc3)N3CCC[C@@]23C1=O | 2.1 | 52 | 13.2% | -0.7% | -3.6% | i | 55.7 | 6.6% | 9.0% | -0.1% | -0.9%
Cc1ccc(C)c(S(=O)(=O)NCc2ccc(C(=O)N3CCN(c4ccccc4)CC3)cc2)c1 | 4.4 | 53 | 9.7% | 0.0% | 0.0% | i | 17.1 | 7.3% | 0.6% | 15.1% | -1.0%
Cc1cc(NC(=O)C2C3C(=O)N(Cc4ccc(Cl)cc4)C(C(=O)NC4CCCCC4)C34C=CC2(C)O4)no1 (stereo not given) | 1.4 | 36 | 1.0% | -0.9% | -4.8% | i | 44.6 | -6.9% | 4.4% | 2.5% | x
COc1ccc(C2=Nn3c(nnc3-c3ccco3)SC2)cc1 | 0.0 | 70 | 0.9% | 0.3% | -1.4% | i | 52.3 | 9.5% | 22.4% | 0.3% | 0.4% | Dengue-2 NS5 capping pilot replicate=-2.0
Cc1ccccc1N1CC(C(=O)Nc2ccc(S(=O)(=O)N3CCCC3)cc2)CC1=O (stereo not given) | 0.9 | 54 | 1.3% | 0.7%[50 µM] | -4.3% | i | 28.8 | -1.0% | -0.1% | 23.7% | x
Cc1ccc(C(C(=O)NC2CCCCC2)N(Cc2ccco2)C(=O)Cc2c[nH]c3ccccc23)o1 (stereo not given) | 5.2 | 108 | 11.4% | 0.2% | -13.1% | i | 24.2 | 9.3% | 9.3% | 5.3% | 0.3%
CC(=O)CSc1nc(N)c(C#N)c(-c2cccs2)c1C#N | 6.3 | 82 | 9.9% | 1.2% | -14.5% | i | 24.6 | 4.5% | 5.3% | -2.7% | 1.5%
COc1ccc(CNC(=O)CN(Cc2ccc(Cl)cc2)S(=O)(=O)c2ccccc2)cc1 | 1.0 | 71 | 0.1% | 7.4% | 0.0% | i | 34.5 | 10.0% | 19.5% | 8.2% | -1.3%
Fc1ccc(-c2onc3ccc(C4OCCO4)cc23)cc1 | 2.0 | 54 | 3.1% | 2.8% | 3.0% | i | 33.4 | -5.0% | 0.9% | 5.2% | -0.1%
Nc1[nH]n(-c2c(Cl)cc(Cl)cc2Cl)c(=O)c1N=Nc1ccc(S(=O)(=O)Nc2ncccn2)cc1 | -1.5 | 59 | x | 0.3%[50 µM] | 1.5% | i | 52.7 | 1.1% | x | x | x

Screening results (PubChem BioAssay)
